SSB-PriA inh: inhibitors of Klebsiella pneumoniae PriA binding to SSB C-terminal tail. AlphaScreen SSBct-PriA binding, biotinylated peptide. inhibition, % at 33 µM. actives 0.6% (n = 430,000); in the data active means inhibition mostly above about 37%, no sharp cut-off; inactive means mostly below about 20%;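 further: plate controls were negative control peptide for no effect and reference peptide for full effect; strong numbers were not always called active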
BoNT-A LC inh2: blocks Botulinum neurotoxin A light chain protease. multiplex microsphere protease substrate cleavage, flow cytometry. actives 0.17% (n = 360,000). AID 588499. inhibition, % at 10 µM; further: plate controls were buffer without enzyme for full effect and enzyme alone for no effect
BoNT F protease: inhibitors of Botulinum neurotoxin F light chain protease; inhibition, % at 10 µM; actives 0.22% (n = 360,000); Multiplex microsphere protease cleavage assay, flow cytometry; in the data active means inhibition above about 35%, passing the limit was not always enough; inconclusive means no clear call, values can overlap the other calls; further: plate controls were buffer without enzyme for full effect and enzyme alone for no effect
PrPC surface inh: inhibitors of human cell surface prion protein PrPC; P04156; TR-FRET read-out; inhibition, % at 13.8 µM; actives 0.43% (n = 370,000); AID 720596; in the data active means inhibition above about 24%; further: 0% = median of the test wells and 100% = reference compound wells
SARS 3CLpro inh: SARS-CoV 3CLpro protease inhibition; P0C6X7; recombinant SARS-CoV 3CLpro, quenched FRET peptide cleavage; inhibition, % at 6 µM; actives 0.14% (n = 290,000); in the data active means inhibition above about 12%
MazF activator: MazEF (E. coli) toxin RNase activation; activation, % at 20 µM; FAM/BHQ RNA-DNA oligo cleavage fluorescence, 5 h; actives 0.32% (n = 350,000); P0AE70; in the data active means activation above about 50%
Target sequence (P0AE70 whole entry, looked up): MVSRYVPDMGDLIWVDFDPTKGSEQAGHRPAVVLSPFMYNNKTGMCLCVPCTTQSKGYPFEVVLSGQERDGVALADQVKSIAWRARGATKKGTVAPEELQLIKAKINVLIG
Rv3671c inh: inhibitors of M. tuberculosis serine protease Rv3671c | inhibition, % at 5.96 µM | actives 0.048% (n = 320,000) | P9WHR9 | AID 2606; in the data active means inhibition above about 38%;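 further: extracellular domain of Rv3671c used as enzyme; 0% = enzyme with DMSO and 100% = no enzyme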
CCHFV vOTU inh: blocks the CCHF virus ovarian tumor domain protease; CCHFV vOTU protease, Pep-AMC fluorescence; inhibition, % at 11.5 µM; actives 0.55% (n = 370,000); AID 651958; in the data active means inhibition above about 30%; further: 0% = vehicle wells with enzyme and 100% = no enzyme wells
Anthrax LF prot: inhibitors of Bacillus anthracis lethal factor protease. inhibition, % at 10 µM. multiplex microsphere protease cleavage assay, LF. actives 0.12% (n = 360,000). AID 588501. P15917; further: plate controls were buffer without enzyme for full effect and enzyme alone for no effect
Target sequence (P15917 whole entry, looked up): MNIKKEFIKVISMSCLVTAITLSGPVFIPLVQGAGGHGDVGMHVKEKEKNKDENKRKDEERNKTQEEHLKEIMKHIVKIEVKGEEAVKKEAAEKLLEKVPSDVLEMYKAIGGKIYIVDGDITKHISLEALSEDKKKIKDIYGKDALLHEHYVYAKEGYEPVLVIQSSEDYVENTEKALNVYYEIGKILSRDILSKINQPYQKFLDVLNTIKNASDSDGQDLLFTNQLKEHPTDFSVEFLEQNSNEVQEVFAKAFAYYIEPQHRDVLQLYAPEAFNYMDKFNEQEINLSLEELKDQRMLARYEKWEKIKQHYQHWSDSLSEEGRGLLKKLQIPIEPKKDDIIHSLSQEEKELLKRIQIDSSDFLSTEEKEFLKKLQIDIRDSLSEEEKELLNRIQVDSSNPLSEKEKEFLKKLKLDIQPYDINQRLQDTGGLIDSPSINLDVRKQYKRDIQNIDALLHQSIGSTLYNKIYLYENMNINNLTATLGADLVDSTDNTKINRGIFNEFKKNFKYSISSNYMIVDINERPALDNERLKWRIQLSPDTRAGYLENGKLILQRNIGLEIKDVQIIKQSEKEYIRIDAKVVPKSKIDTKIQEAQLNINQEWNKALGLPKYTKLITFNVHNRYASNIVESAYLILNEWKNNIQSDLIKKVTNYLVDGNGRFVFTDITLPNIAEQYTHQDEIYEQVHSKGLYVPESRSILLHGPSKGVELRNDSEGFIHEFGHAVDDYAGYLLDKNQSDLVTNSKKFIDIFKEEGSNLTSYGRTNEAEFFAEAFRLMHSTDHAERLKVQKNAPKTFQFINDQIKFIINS
DUSP3 inh: blocks human VHR1 dual specificity phosphatase. P51452. recombinant VHR phosphatase, pNPP absorbance. inhibition, % at 13.3 µM. actives 0.52% (n = 290,000); in the data active means inhibition above about 50%; further: some compounds called inactive have numbers as strong as hits
Target sequence (P51452 whole entry, looked up): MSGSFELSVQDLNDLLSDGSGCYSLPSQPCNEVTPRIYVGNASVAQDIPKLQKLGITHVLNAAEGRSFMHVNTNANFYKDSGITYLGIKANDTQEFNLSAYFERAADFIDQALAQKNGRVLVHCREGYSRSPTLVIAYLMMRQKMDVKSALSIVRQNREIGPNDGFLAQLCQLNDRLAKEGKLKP
The depositor's hits bear a star; ? = inconclusive; / = not tested or not shown; & = joins results of further samples. Unless noted, no stated cut-off is given here; in the data, active means inhibition above about 30%; inconclusive means no clear call, values can overlap the other calls; inactive means below that.

SMILES	SSB-PriA inh	BoNT-A LC inh2	BoNT F protease	PrPC surface inh	SARS 3CLpro inh	MazF activator	Rv3671c inh	CCHFV vOTU inh	Anthrax LF prot	DUSP3 inh
COc1ccc(Cl)cc1CNC[C@H]1O[C@@H](n2ccc(N)nc2=O)[C@H](O)[C@@H]1O	/	0.3	-7	-2	/	0	/	-7	-4	/
Cc1nnc(NC(=O)COc2ccc3c(C)cc(=O)oc3c2)s1	-8	-0.4	-3	-4	5	0	2	-24	-1	2
C=CCN(CC=C)C(=O)c1cc(Cl)ccc1[N+](=O)[O-]	-13	0.2	1	-9	0	8	-2	-3	-7	2
CCOC(=O)Cn1nc(-c2ccc(C)cc2)c2ccccc2c1=O	3	-0.5	-5	-1	1	3	-5	15	-7	17
C=CCOc1ccc(/C=C/C(=O)OCC(=O)NCC2CCCO2)cc1 (configuration not stated)	-26	0.0	-4	0	/	2	5	-2	?	/
c1ccc2[nH]c(NCc3ccc4c(c3)OCO4)nc2c1	-1	0.0	-6	-5	3	8	7	-9	-4	7
COc1ccc(C(O)c2nc(-c3cccs3)cs2)cc1 (configuration not stated)	/	-0.2	-1	0	/	/	/	2	-2	/
NC(=O)c1ccccc1OCC(=O)NC12CC3CC(CC(C3)C1)C2	-2	-0.1	-7	-4	-2	12	2	8	0	-8
CC1CCCCC1NC(=O)CCS(=O)(=O)c1cc2c(cc1Cl)NC(=O)CO2 (configuration not stated)	5	0.6	-2	9	-3	8	1	15	-2	-13
COc1cc(NC(C)=O)c2ncccc2c1Br	/	-0.4	-6	-9	/	4	/	5	-1	/
COc1ccc(C(C)NS(=O)(=O)Cc2ccccc2)cc1 (configuration not stated)	-2	-0.1	13	3	-1	3	-2	-8	12	4
CCOc1ccc(NC(=O)c2ccc(NC(=O)Cc3n[nH]c(=O)c4ccccc34)cc2)cc1	-3	-2.1	-19	-6	-1	-114	0	-13	-2	10
CCOc1ccc2nc(N(CCCN(C)C)C(=O)c3ccc(S(=O)(=O)N4CCCC4)cc3)sc2c1	14&-25	-2.7	-10	-10	1	12	4	7	-3	18
COc1ccc(-n2nc(C(=O)NCC(=O)N3CCN(c4ccccc4F)CC3)c3ccccc3c2=O)cc1	-3	-0.8	6	2	3	0	0	1	0	-8
CC(=O)Nc1ccc(NC(=O)C2CC(=O)N(c3cccc(Cl)c3)C2)cc1 (configuration not stated)	2	0.0	-3	7	1	3	-1	16	-2	22
COCCn1c(SC(C)C(=O)NCC2CCCO2)nc2scc(-c3ccc(F)cc3)c2c1=O (configuration not stated)	4	-3.2	?	-4	/	7	-5	1	-8	/
CC(NC(=O)C1CCCN(S(=O)(=O)N2CCOCC2)C1)c1ccccc1 (configuration not stated)	5	0.6	-4	-3	1	7	-12	4	0	8
CC(=O)Nc1cccc(-c2cc(NC=O)c3ncc(-c4cccc(C(C)=O)c4)n3c2)c1	/	-0.5	-4	-15	/	/	/	-4	-7	/
Cc1cc(NCCCN2CCOCC2)n2nc(C)c(-c3ccc(F)cc3)c2n1	-7	-0.5	-6	6	-2	0	-1	-1	-2	10
Cc1cccc(CNC(=O)Cn2ccc3cc(S(=O)(=O)N4CCCC4)ccc32)c1	-15	-3.1	-7	1	2	10	7	-3	-2	34
O=c1c2cc([N+](=O)[O-])cc([N+](=O)[O-])c2[nH]n1-c1ccccc1	15	-2.6	?	-71	2	-4	3	15	-15	11
CC(C)OCCCNC(=O)C1CCC(CNS(=O)(=O)c2ccc(Cl)cc2)CC1 (configuration not stated)	5	0.5	-9	8	6	-9	-3	-1	-3	14
CC1(C(=O)NCc2cccnc2)Cc2c(-c3cccc(C(F)(F)F)c3)ccnc2O1 (configuration not stated)	/	-0.6	0	9	/	/	/	15	-9	/
CC(=O)Nc1ccc(S(=O)(=O)Nc2nnc(Cc3ccc(Cl)cc3)s2)cc1	-1	-0.2	-4	0	4	-1	-11	12	-2	5

16 consecutive entries from above, for reference:
SMILES	SSB-PriA inh	BoNT-A LC inh2	BoNT F protease	PrPC surface inh	SARS 3CLpro inh	MazF activator	Rv3671c inh	CCHFV vOTU inh	Anthrax LF prot	DUSP3 inh
CC1CCCCC1NC(=O)CCS(=O)(=O)c1cc2c(cc1Cl)NC(=O)CO2 (configuration not stated)	5	0.6	-2	9	-3	8	1	15	-2	-13
COc1cc(NC(C)=O)c2ncccc2c1Br	/	-0.4	-6	-9	/	4	/	5	-1	/
COc1ccc(C(C)NS(=O)(=O)Cc2ccccc2)cc1 (configuration not stated)	-2	-0.1	13	3	-1	3	-2	-8	12	4
CCOc1ccc(NC(=O)c2ccc(NC(=O)Cc3n[nH]c(=O)c4ccccc34)cc2)cc1	-3	-2.1	-19	-6	-1	-114	0	-13	-2	10
CCOc1ccc2nc(N(CCCN(C)C)C(=O)c3ccc(S(=O)(=O)N4CCCC4)cc3)sc2c1	14&-25	-2.7	-10	-10	1	12	4	7	-3	18
COc1ccc(-n2nc(C(=O)NCC(=O)N3CCN(c4ccccc4F)CC3)c3ccccc3c2=O)cc1	-3	-0.8	6	2	3	0	0	1	0	-8
CC(=O)Nc1ccc(NC(=O)C2CC(=O)N(c3cccc(Cl)c3)C2)cc1 (configuration not stated)	2	0.0	-3	7	1	3	-1	16	-2	22
COCCn1c(SC(C)C(=O)NCC2CCCO2)nc2scc(-c3ccc(F)cc3)c2c1=O (configuration not stated)	4	-3.2	?	-4	/	7	-5	1	-8	/
CC(NC(=O)C1CCCN(S(=O)(=O)N2CCOCC2)C1)c1ccccc1 (configuration not stated)	5	0.6	-4	-3	1	7	-12	4	0	8
CC(=O)Nc1cccc(-c2cc(NC=O)c3ncc(-c4cccc(C(C)=O)c4)n3c2)c1	/	-0.5	-4	-15	/	/	/	-4	-7	/
Cc1cc(NCCCN2CCOCC2)n2nc(C)c(-c3ccc(F)cc3)c2n1	-7	-0.5	-6	6	-2	0	-1	-1	-2	10
Cc1cccc(CNC(=O)Cn2ccc3cc(S(=O)(=O)N4CCCC4)ccc32)c1	-15	-3.1	-7	1	2	10	7	-3	-2	34
O=c1c2cc([N+](=O)[O-])cc([N+](=O)[O-])c2[nH]n1-c1ccccc1	15	-2.6	?	-71	2	-4	3	15	-15	11
CC(C)OCCCNC(=O)C1CCC(CNS(=O)(=O)c2ccc(Cl)cc2)CC1 (configuration not stated)	5	0.5	-9	8	6	-9	-3	-1	-3	14
CC1(C(=O)NCc2cccnc2)Cc2c(-c3cccc(C(F)(F)F)c3)ccnc2O1 (configuration not stated)	/	-0.6	0	9	/	/	/	15	-9	/
CC(=O)Nc1ccc(S(=O)(=O)Nc2nnc(Cc3ccc(Cl)cc3)s2)cc1	-1	-0.2	-4	0	4	-1	-11	12	-2	5

Two compounds from above, reduced to SSB-PriA inh and BoNT-A LC inh2:
| SMILES | SSB-PriA inh | BoNT-A LC inh2 |
| --- | --- | --- |
| O=c1c2cc([N+](=O)[O-])cc([N+](=O)[O-])c2[nH]n1-c1ccccc1 | 15 | -2.6 |
| CC(C)OCCCNC(=O)C1CCC(CNS(=O)(=O)c2ccc(Cl)cc2)CC1 (configuration not stated) | 5 | 0.5 |

Later entries:
SMILES	SSB-PriA inh	BoNT-A LC inh2	BoNT F protease	PrPC surface inh	SARS 3CLpro inh	MazF activator	Rv3671c inh	CCHFV vOTU inh	Anthrax LF prot	DUSP3 inh
CN(C)S(=O)(=O)c1cc(NC(=O)C[N+]23CCN(CC2)CC3)ccc1Cl	-11	0.6	-6	1	6	-4	1	-15	-1	24
S=P(NC1CCCCC1)(N1CC1)N1CC1	-20	-1.9	1	-2	2	22	8	-9	8	12
Cc1ccnc(NC(=O)CCCc2c[nH]c3ccccc23)c1	1	0.5	5	10	5	-2	-5	12	6	14
COc1ccc(CC(=O)Nc2ccc(-c3noc(COc4ccccc4C)n3)cc2)cc1	-15	-0.8	-9	8	-7	-18	-3	1	1	-8
O=C(CCc1nc(-c2ccccc2Cl)no1)NC1CCCC1	-2	3.7	0	4	0	-4	-9	8	2	24
COCCNCC#CCOc1ccc(OC)cc1	0	0.3	0	-4	-4	-2	3	0	-5	-9
Cc1ccccc1NC(=S)C1=C(O)c2sccc2N(C)S1(=O)=O	-14	0.6	13	3	-5	-2	-2	8	0	0
CC(C)C(C)(C#N)NC(=O)CSc1nnc(-c2ccncc2)n1Cc1ccccc1 (configuration not stated)	-7	1.2	21	6	-5	-16	3	1	-2	18
COCCNc1nc2c(c(=O)n(Cc3ccc(OC)cc3)c(=O)n2C)n1C	-1	-1.4	-2	-6	0	9	-5	-2	-3	-10
COCCCN1C(=O)C(=O)/C(=C(/O)c2ccc3c(c2)CC(C)O3)C1c1cccnc1 (configuration not stated)	/	0.4	-2	0	2	-2	-2	1	7	-18
O=C(NC(=S)Nc1ccccc1N1CCOCC1)c1ccc([N+](=O)[O-])cc1	-9	-0.3	-3	-2	5	7	13	-10	0	-2
COc1ccccc1OCCNC(=O)c1ccccc1C	-18	1.2	2	-5	-6	-6	-6	-12	1	15
O=C(CC1CCCC1)NCCS(=O)(=O)N1CCN(c2ccccc2F)CC1	-4	4.0	8	1	/	-4	0	0	0	/
Cc1c(Br)cccc1NC(=O)C1(C)CCN1CCc1ccccc1 (configuration not stated)	/	-0.3	-4	9	/	/	/	-3	2	/
O=C(Nc1nnc(CCc2ccccc2)s1)c1ccccc1F	-3	3.5	?	7	4	-4	0	3	13	-6
O=C(CN1CCN(c2ccccc2)CC1)Nc1ccc(OCc2ccccc2)cc1	6	-0.2	-10	/	6	-2	9	/	-2	26
COCc1cc(=O)n2[nH]cc(-c3ccccc3)c2n1	-9	/	/	-2	0	0	-1	-60	/	12
O=C(NCc1cccc2[nH]ccc12)C1CCC(=O)N(CCc2ccc(Cl)cc2)C1 (configuration not stated)	-2	0.8	-2	12	-2	-1	-3	16	1	-46
O=C(CN(Cc1ccc(F)cc1)C(=O)CCC(=O)Nc1nccs1)NCC1CCCO1 (configuration not stated)	-2	0.1	4	0	3	8	0	3	-2	7
CC1CCCCN1C(=S)NCCc1ccccc1 (configuration not stated)	-12	-0.5	-31	7	-1	1	4	13	-3	-2
CCCN(CCC)Cc1c(C(=O)N/N=C/c2ccco2)nnn1-c1nonc1N	/	-0.2	-9	8	-4	1	-4	17	-2	14
C/C(=N/NC(=O)CCc1ccccc1)c1ccco1	/	-0.5	-5	-7	1	4	-1	11	-2	28
CC(=O)N1CCc2cc(Br)cc(S(=O)(=O)N3CCC(C(=O)O)CC3)c21	1	-1.5	-4	-10	0	0	-6	7	-2	11
CS(=O)(=O)Nc1cccc(C2=NN(C(=O)CCC(=O)O)C(c3cccs3)C2)c1 (configuration not stated)	-6	0.4	4	9	-2	5	0	-2	22	0
COc1ccc(OC)c(NC(=O)CCCN2C(=O)C3C4C=CC(C4)C3C2=O)c1 (configuration not stated)	-4	0.6	-19	12	1	5	7	5	1	-4
O=C(O)CC12CC3CC(C1)CC(n1ncc(NCC4CCCO4)c(Cl)c1=O)(C3)C2 (configuration not stated)	-3	0.8	1	-3	1	4	0	12	4	10
CC(C)[C@H](NC(=O)Nc1ccc(Oc2ccccc2)cc1)C(=O)O	-9	1.3	12	4	-3	-2	-10	1	-1	13
O=C(c1ccccc1)N1CCN(Cc2ccccc2C(F)(F)F)CC1	-7	-0.7	-4	4	1	7	-4	15	-3	16
CC(=O)N(C)c1ccc(N2CCOCC2)c2c1C(=O)c1ccccc1C2=O	3	-0.7	-4	-41	/	-5	-2	-7	6	/
CN(CCc1ccccn1)C(=O)CCC1CCCN(Cc2ccccc2OC(F)F)C1 (configuration not stated)	-5	0.4	2	-6	1	1	-1	-9	6	49
Cc1nonc1CN(C)C(=O)CC1C(=O)NCCN1Cc1ccccc1C(F)(F)F (configuration not stated)	1	0.1	0	4	0	6	0	-10	2	-5
O=C(NCC1CCCO1)C1CC(=O)N(c2ccccc2)C1 (configuration not stated)	-7	-0.1	-3	0	-5	12	-5	2	2	41
Cc1ccc(OCC(=O)NNC(=O)[C@@H]2CCCC[C@@H]2C(=O)O)c(Br)c1	-1	-0.7	9	0	0	3	/	-6	0	-2
Cc1ccc(S(=O)(=O)N2CCC(C(=O)Nc3cc(C(F)(F)F)ccc3N3CCOCC3)CC2)cc1C	-15	0.4	0	-1	/	-2	4	0	3	/

Only part of the results is shown, so the mix of outcomes need not match the whole.
